Assay outcomes from PubChem.
Akt phos inh: inhibitors of Akt phosphorylation; Neuro2A IGF-stimulated pAkt S473 HTRF, 20 min; hits give low values; hit rate 0.32% among 360,000; AID 651550; activity change, % for hits at 50 µM; in the data active = activity change below about -80%; inconclusive = mostly about -51% to -80%; also: % is scaled to controls: 0 for no effect and ±100 for the full control effect
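Single-point screen (50 µM final compound) in Neuro2A cells stimulated 20 min with 6 nM IGF at 37 deg C. After lysis, Ser473-phosphorylated Akt read by HTRF (ex 330 nm, em 615/665 nm) as the 665/615 ratio.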
GLP1R inv ag: inverse agonists of human GLP-1 receptor; P43220; HEK293 GLP-1R CRE-luciferase, luminescence, 24 h; GLP-1R form is constitutively active; Potency, µM (series often up to 38.3 µM), for inactives: top-dose activity change, negative = inhibition, usual class: inhibitors; hit rate 1.6% among 410,000; AID 624417; also: potency is read from the fitted curve at half-maximal effect; % is scaled to controls: 0 for no effect and ±100 for the full control effect; nearly all actives have a fitted effect of over 55% in size
Target sequence (P43220 whole entry, looked up): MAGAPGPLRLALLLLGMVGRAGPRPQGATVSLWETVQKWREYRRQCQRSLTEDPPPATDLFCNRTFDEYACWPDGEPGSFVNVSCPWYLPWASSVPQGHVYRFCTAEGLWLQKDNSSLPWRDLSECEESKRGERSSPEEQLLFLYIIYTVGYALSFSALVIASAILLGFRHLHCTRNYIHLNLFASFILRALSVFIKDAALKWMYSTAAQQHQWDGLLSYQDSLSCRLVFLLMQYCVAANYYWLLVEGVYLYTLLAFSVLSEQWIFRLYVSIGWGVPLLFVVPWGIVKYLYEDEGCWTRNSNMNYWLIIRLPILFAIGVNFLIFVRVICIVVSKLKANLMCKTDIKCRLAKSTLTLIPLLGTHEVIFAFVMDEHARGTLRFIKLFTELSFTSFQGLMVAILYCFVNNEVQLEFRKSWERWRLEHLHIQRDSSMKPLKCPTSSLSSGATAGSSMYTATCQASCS
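Cells are plated, allowed 12 hours at 37 deg C, then treated with compounds for 24 hr before luciferase detection reagent is added and luminescence is read after 12 min at room temperature. The HEK293 line carries constitutively active GLP-1R with a cAMP-responsive reporter.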
Abeta rescue: A-beta toxicity reversal in yeast | yeast expressing A-beta42, growth rescue, OD600, 48 h; response scale: 0% DMSO, 100% iron-clioquinol control | Potency, µM (top dose mostly 46.1 µM), for the others: at the highest dose growth rescue, actives largely listed as activators | hit rate 0.063% among 410,000 | AID 1347071; also: potency is read from the fitted curve at half-maximal effect; nearly all actives have a fitted effect of over 55% in size
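Yeast A-beta toxicity model in growth medium with pinned compounds, 48 h at 30 C; growth read as absorbance at 600 nm. Normalized to FeCl3/clioquinol equimolar mix (positive) and DMSO (negative).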
FUS yeast rescue: FUS proteinopathy suppression in yeast; AID 1347120; Potency, µM (highest dose often 76.6 µM), without a hit: at the top dose growth rescue (activation), most hits filed as activators; S. cerevisiae FUS-expressing, growth rescue, OD600, 24 h; hit rate 0.24% among 390,000;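 also: potency is read from the fitted curve at half-maximal effect; plate controls were DMSO vehicle for no effect and reference control for full effect; nearly all actives have a fitted effect of over 55% in size; some results filed as inactive show a strong effect at the top dose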
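Read-out: OD at 600 nm after 24hr at 30C, reporting rescue of FUS-induced yeast toxicity. Cells at OD 0.005 in galactose (2%) minimal medium; compounds tested in a dilution series; CP55940 titration from 92uM final as control.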
MmCpn inh: M. maripaludis TRiC chaperonin inhibition. purified Mm-Cpn ATPase, ADP Transcreener TR-FRET. Potency, µM (highest dose often 76.9 µM), for inactives: at the top dose activity, negative = inhibition, hits mostly inhibitors. AID 504842. hit rate 0.031% among 330,000; also: potency is read from the fitted curve at half-maximal effect; % is scaled to controls: 0 for no effect and ±100 for the full control effect; nearly all actives have a fitted effect of over 80% in size
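ATP (10 uM final) was added to archaeal chaperonin (25 nM final) after 10 min exposure to test compound at 37°C; after 30 min further incubation, ADP was detected by competitive TR-FRET.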
TDP-43 yeast inh: rescues yeast growth from TDP-43 toxicity; AID 652104; TDP-43 expressing yeast growth rescue, BacTiter-Glo, 24 h; hit rate 1.8% among 410,000; Potency, µM (doses to about 46.1 µM), for the others: top-dose growth rescue (activation), usual class: activators; also: potency is read from the fitted curve at half-maximal effect; % of control where 0% means no effect; nearly all actives have a fitted effect of over 50% in size
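Yeast cells expressing TDP-43 under galactose induction are exposed to compounds for 24 hr at 30 deg C. BacTiter-Glo luminescence measures growth, so protective compounds score as activators.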
GLP1R cytotox: cytotoxicity in counter-screen for GLP-1R inverse agonists; HEK293 cAMP-luciferase reporter cells, luminescence, 24 h; Potency, µM (series often up to 38.3 µM), without a hit: at the top dose activity change, negative = inhibition, actives largely listed as inhibitors; hit rate 0.13% among 410,000;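 also: loss of luciferase light is scored as toxicity; potency is read from the fitted curve at half-maximal effect; % is scaled to controls: 0 for no effect and ±100 for the full control effect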
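Compound-treated cells are incubated 24 hr at 37 deg C under 5% CO2 after a 12 hour attachment period, then luciferase detection reagent is added and luminescence is measured following 12 min at room temperature; lowered signal indicates toxicity.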
aSyn rescue: alpha-synuclein toxicity inhibition in yeast; Yeast expressing alpha-synuclein, growth rescue, BacTiter-Glo, 24 h; Potency, µM (top dose mostly 46.1 µM), for the others: top-dose growth rescue (activation), actives largely listed as activators; hit rate 0.14% among 370,000; also: potency is read from the fitted curve at half-maximal effect; % of control where 0% means no effect; nearly all actives have a fitted effect of over 65% in size
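Galactose-induced alpha-syn yeast (OD600=0.02, raffinose-pregrown) + pinned cpd, 24 hr, 30 deg C; growth by BacTiter-Glo luminescence. Growth restoration scores as activation.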
PTHR1 agonist: activates the human parathyroid hormone receptor PTHR1 | HEK293 GP2 PTHR1 cells, GloSensor cAMP luminescence, 1 h | hit rate 0.075% among 410,000 | Q03431 | Potency, µM (series often up to 115 µM), for inactives: top-dose activation, hits mostly activators; also: potency is read from the fitted curve at half-maximal effect; nearly all actives have a fitted effect of over 55% in size; some results filed as inactive show a strong effect at the top dose; inactives centre near -15; many of its hits are not listed in these tables
Target sequence (Q03431 whole entry, looked up): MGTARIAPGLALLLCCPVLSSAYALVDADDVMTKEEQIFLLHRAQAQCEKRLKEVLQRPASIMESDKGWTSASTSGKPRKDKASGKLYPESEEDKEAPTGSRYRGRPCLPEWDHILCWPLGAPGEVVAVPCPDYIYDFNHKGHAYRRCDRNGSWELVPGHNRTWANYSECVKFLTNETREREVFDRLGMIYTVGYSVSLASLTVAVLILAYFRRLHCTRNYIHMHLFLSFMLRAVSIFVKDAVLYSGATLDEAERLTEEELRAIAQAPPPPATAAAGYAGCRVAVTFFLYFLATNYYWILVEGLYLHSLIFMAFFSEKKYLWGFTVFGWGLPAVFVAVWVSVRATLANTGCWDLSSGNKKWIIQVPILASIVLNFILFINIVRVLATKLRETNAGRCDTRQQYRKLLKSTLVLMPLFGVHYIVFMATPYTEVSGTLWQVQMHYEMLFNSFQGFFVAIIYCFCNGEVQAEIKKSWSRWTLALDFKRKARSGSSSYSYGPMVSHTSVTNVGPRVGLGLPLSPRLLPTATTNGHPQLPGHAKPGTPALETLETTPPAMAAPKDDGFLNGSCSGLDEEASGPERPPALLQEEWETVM
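HEK-293-derived GP2 cells expressing PTHR1 and a GloSensor cAMP reporter, 3,000/well, plated overnight, given luciferin plus IBMX (each 0.5 mM as added) for 1 h at 37 °C, then compound for 1 h at 37 °C. Luminescence was read after 15 min at room temperature.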
* hit, by the source's call; i = inactive; ? = inconclusive; nt = not tested or not shown; [ ] = dose if it differs, or a comment. Unless noted, calls follow the shape of the dose curve; as a rule, active = well fitted curve in the direction sought with a large enough effect; inconclusive = small, poorly fitted or top-dose-only effect, or another doubt; inactive = no such curve, though single readings can be large; an effect the other way counts as inactive or inconclusive. Only part of the results is shown, so the mix of outcomes need not match the whole.

[1] CC1(C)CC(=O)C=C(c2ccc(COC(=O)c3ccc(-c4ccccc4)cc3)cc2)C1=O
[2] C=CCNC(=O)c1ccccc1S(=O)c1ccccc1C#N (configuration not stated)
[3] Cc1cccc(C)c1NC(=O)c1ccc(-c2ccc(Cl)cc2Cl)o1
[4] Cn1nnnc1SCc1cn2cccnc2n1
[5] Cc1cccc(NC(=O)c2c(N)sc3c2CCC(C)C3)c1 (configuration not stated)
[6] COCCN1C[C@@H](CO)O[C@@H](n2cnc3c(NCCN(C)C)ncnc32)C1
[7] CC(=O)Nc1ccc(-c2csc(NC(=O)c3ccc(C)o3)n2)cc1
[8] Nc1c(C(=O)Nc2ccc3c(c2)OCCO3)nnn1Cc1cccc(Cl)c1
assay / entry	1	2	3	4	5	6	7	8
Akt phos inh	i	i	-115%*	i	nt	i	nt	i
FUS yeast rescue	-26%	-6%	43%	0%	16%	-14%	28µM*	-12%
Abeta rescue	6%	0%	2%	-5%	6%	-4%	8%	-27%
MmCpn inh	nt	1%	1%	-6%	nt	nt	?	-4%
GLP1R inv ag	13%	11%	1.6µM*	12%	11%	35%[activator]	6%	-22%
GLP1R cytotox	-28%	-8%	-2%	-1%	1%	2%	-23%	-5%
TDP-43 yeast inh	0%	-1%	21%	-13%	?	-22%	24%	-12%
aSyn rescue	8%	-1%	0%	-2%	nt	0%	-11%	5%
PTHR1 agonist	-19%	i	-38%[57.5 µM]	-8%[57.5 µM]	i	7%	-17%[57.5 µM]	-17%

Seven compounds out of the list, ordered by molecular weight, ascending.
[4] Cn1nnnc1SCc1cn2cccnc2n1
[5] Cc1cccc(NC(=O)c2c(N)sc3c2CCC(C)C3)c1 (configuration not stated)
[2] C=CCNC(=O)c1ccccc1S(=O)c1ccccc1C#N (configuration not stated)
[7] CC(=O)Nc1ccc(-c2csc(NC(=O)c3ccc(C)o3)n2)cc1
[3] Cc1cccc(C)c1NC(=O)c1ccc(-c2ccc(Cl)cc2Cl)o1
[8] Nc1c(C(=O)Nc2ccc3c(c2)OCCO3)nnn1Cc1cccc(Cl)c1
[1] CC1(C)CC(=O)C=C(c2ccc(COC(=O)c3ccc(-c4ccccc4)cc3)cc2)C1=O
assay / entry	4	5	2	7	3	8	1
Akt phos inh	i	nt	i	nt	-115%*	i	i
FUS yeast rescue	0%	16%	-6%	28µM*	43%	-12%	-26%
Abeta rescue	-5%	6%	0%	8%	2%	-27%	6%
MmCpn inh	-6%	nt	1%	?	1%	-4%	nt
GLP1R inv ag	12%	11%	11%	6%	1.6µM*	-22%	13%
GLP1R cytotox	-1%	1%	-8%	-23%	-2%	-5%	-28%
TDP-43 yeast inh	-13%	?	-1%	24%	21%	-12%	0%
aSyn rescue	-2%	nt	-1%	-11%	0%	5%	8%
PTHR1 agonist	-8%[57.5 µM]	i	i	-17%[57.5 µM]	-38%[57.5 µM]	-17%	-19%

(listing goes on)
[9] CCS(=O)(=O)N1CCC(C(=O)NCCCN2CCN(c3ccccc3F)CC2)CC1
[10] COc1ccccc1CC(=O)Nc1ncc(C)s1
[11] NC(=S)N/N=C/c1cccc(/C=N/NC(N)=S)c1
[12] CCc1nc2ccc(C(=O)N(C)CCCN(C)C)cn2c1N(C=O)CCC(C)C
[13] Cc1ccc2c(c1)NC(=O)C(N1CCOCC1)(C(F)(F)F)O2 (configuration not stated)
[14] Cc1cccc(/C(N)=N/OC(=O)COc2ccccc2Cl)c1
[15] CCN(c1ccccc1)S(=O)(=O)c1nnc(NC(=O)c2cccs2)s1
[16] COc1ccc(Cl)cc1NC(=O)NC(C)c1ccncc1 (configuration not stated)
assay / entry	9	10	11	12	13	14	15	16
Akt phos inh	i	i	i	i	i	i	nt	i
FUS yeast rescue	-7%	3%	19%	-14%	3%	-20%	2%	25%
Abeta rescue	7%	-9%	-11%	-11%	11%	13%	0%	8%
MmCpn inh	1%	0%	2%	nt	-3%	0%	nt	1%
GLP1R inv ag	11%	15%	51%[activator]	8%	-12%	-29%	-36%	-3%
GLP1R cytotox	-7%	6%	-11%	2%	-26%	-1%	2%	5%
TDP-43 yeast inh	-11%	-10%	-8%	5%	9%	16%	11%	-11%
aSyn rescue	-8%	-3%	-6%	-3%	8%	7%	nt	0%
PTHR1 agonist	-20%[57.5 µM]	i	i	-10%	i	i	-17%	-7%[57.5 µM]

[17] O=C(Nc1nc(-c2ccccc2)cs1)C1c2ccccc2Oc2ccccc21
[18] Cc1cc(Br)cn2c(Cc3ccsc3)c(-c3cccc(Br)c3)nc12
[19] O=C(/C=C/Nc1ccc([N+](=O)[O-])cc1Br)c1cccc2ccccc12
[20] O=C(CSc1nnc(COc2ccc(Cl)cc2)o1)N1c2ccccc2CCc2ccccc21
[21] CC(=O)Oc1cc2c(cc1OC(C)=O)C(=O)CCCC2
[22] CCC(Cc1ccccc1)NC(=O)/C=C/c1ccco1 (configuration not stated)
[23] CC(C)[C@H](NC(=O)[C@H]1N2C(=O)c3ccccc3C2SC1(C)C)C(=O)NCc1ccco1 (some centres not stated)
[24] CC1(C)CCN2CCC(C)(C)c3c(O)ccc1c32
assay / entry	17	18	19	20	21	22	23	24
Akt phos inh	i	i	i	i	i	i	i	i
FUS yeast rescue	-32%	-9%	nt	15%	-31%	10%	?	?
Abeta rescue	8%	7%	-7%	26%	5%	9%	9%	-7%
MmCpn inh	-9%	nt	-2%	1%	nt	-3%	1%	-3%
GLP1R inv ag	-14%	3%	-17%	3.5µM*	7%	69%[activator]	-2%	?
GLP1R cytotox	2%	-1%	-13%	?	-13%	-7%	1%	?
TDP-43 yeast inh	-3%	?	1%	17%	-9%	13%	3%	19%
aSyn rescue	-1%	16%	-6%	15%	5%	7%	2%	-17%
PTHR1 agonist	-4%[57.5 µM]	-5%	-14%	-19%[57.5 µM]	-3%	i	i	-1%

[25] Cc1cc(NC(=O)CSc2nccn2C)n(-c2ccccc2)n1
[26] CC(C)COc1ccc(C(=O)OCCN2CCOCC2)cc1
[27] Cc1ccccc1C(=O)NCCNC(=O)c1ccccn1
[28] COc1ccc(-c2nn(-c3ccccc3)cc2/C=C/C(=O)OCC(=O)Nc2ccc(C#N)cc2)cc1
[29] C=CCNC(=O)Nc1ccc(F)c(Cl)c1
[30] O=C1CC(c2ccc(S(=O)(=O)Nc3cc(C(F)(F)F)cc(C(F)(F)F)c3)cc2)CN1 (configuration not stated)
[31] O=C(CNC(=O)c1ccc(-c2ccccc2)cc1)Nc1ccc(S(=O)(=O)Nc2ncccn2)cc1
[32] CC(=O)SC(C)CC(=O)NCc1ccccc1 (configuration not stated)
assay / entry	25	26	27	28	29	30	31	32
Akt phos inh	i	i	i	i	i	i	i	i
FUS yeast rescue	12%	nt	23%	nt	-34%	5%	-1%	-27%
Abeta rescue	-11%	-12%	-3%	-3%	-9%	7%	1%	-4%
MmCpn inh	-4%	2%	1%	-15%	3%	2%	1%	-8%
GLP1R inv ag	2%	0%	7%	-29%	-7%	0%	8%	21%
GLP1R cytotox	-4%	8%	9%	15%	-9%	4%	4%	2%
TDP-43 yeast inh	-1%	9%	-15%	11%	-3%	-16%	23%	-12%
aSyn rescue	-3%	-4%	-5%	-3%	-6%	3%	4%	1%
PTHR1 agonist	-19%	-24%	i	-37%[inhibitor]	-8%	i	-7%	i

[33] O=C(NCCN1CCCC1)c1ccc(Br)cc1
[34] O=C(NNC(=O)C1CC1)Nc1ccc(Cl)cc1
[35] Cc1nc2sc(C(c3ccc(Cl)cc3)N3CC(C)OC(C)C3)c(O)n2n1 (configuration not stated)
[36] Cc1[nH]cnc1CSCc1ccc(Cl)cc1
[37] OCCN(Cc1ccccc1)Cc1ccccc1F
[38] Cc1ccc(C(OCCN(C)C)c2cccc(C(F)(F)F)c2)cc1 (configuration not stated)
[39] CC(=O)Nc1ccc(NC(=O)c2ccc3c(c2)CCN3S(=O)(=O)c2ccc(Cl)cc2)cc1
[40] O=C1CCCc2oc3c(c21)CCCC3
assay / entry	33	34	35	36	37	38	39	40
Akt phos inh	i	i	i	i	i	i	nt	i
FUS yeast rescue	3%	6%	2%	nt	21%	9%	12%	20%
Abeta rescue	9%	-18%	19%	-10%	2%	16%	-11%	-4%
MmCpn inh	0%	1%	-3%	-2%	-3%	3%	nt	-5%
GLP1R inv ag	1%	6%	4%	-7%	0%	?	1%	5%
GLP1R cytotox	12%	-1%	6%	?	6%	2%	-1%	17%
TDP-43 yeast inh	8%	9%	-3%	-2%	-18%	8%	11%	-20%
aSyn rescue	-2%	-2%	7%	-2%	-2%	0%	nt	3%
PTHR1 agonist	-31%[inhibitor]	-26%	?	-4%	i	i	i	i

[41] CC(=O)Nc1cccc(NC(=O)CSc2ncc(C(=O)Nc3ccccc3)c(=O)n2C)c1
[42] Cc1ccc(N(CC(=O)NCCSc2ccccn2)S(=O)(=O)c2ccc(F)cc2)cc1
[43] CCN1CCN(C(=O)c2cc(COc3ccc4ncccc4c3)on2)CC1
[44] CC(C)C[C@@H](COCc1ccc(Cl)cc1)N1CCN(C(=O)c2ccc(Cl)cc2Cl)CCC1=O
assay / entry	41	42	43	44
Akt phos inh	i	i	i	i
FUS yeast rescue	25%	12%	-6%	?
Abeta rescue	-5%	2%	-14%	-9%
MmCpn inh	1%	0%	-1%	nt
GLP1R inv ag	?	?	4%	?
GLP1R cytotox	?	-13%	-1%	?
TDP-43 yeast inh	-20%	-5%	15%	?
aSyn rescue	6%	12%	-1%	16µM*
PTHR1 agonist	-23%	-10%	-15%	-10%
